Screens (PubChem)
Ba/F3 V617F tox = loss of viability in JAK2V617F-driven Ba/F3 cells | inhibition, % at 5.6 µM | Ba/F3 EpoR-JAK2V617F viability, ATP luminescence | 220,000 compounds, 1.1% hits;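 active = inhibition above the campaign mean plus 3 SD over all tested compounds, cut at about 24% in these data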;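 also: cytokine-independent growth of Ba/F3 cells driven by EpoR plus mutant JAK2; 0% = DMSO-treated cells and 100% = JAK inhibitor I control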
Furin inh = blocks human furin protease activity; 220,000 compounds, 0.061% hits; inhibition, % at 30 µM; AID 463115; P09958; purified furin, fluorogenic substrate cleavage; in the data active = inhibition above about 25%; also: inactives centre near -15
Tb hexokinase = T. brucei hexokinase 1 inhibition. recombinant TbHK1, G6PDH-coupled NADH A340. inhibition, % at 10 µM. 220,000 compounds, 0.11% hits. AID 1430;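 active = inhibition of 50% or more in the single-dose primary screen; inactive = inhibition below 50%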
RBBP9 inhibitor = blocks human serine hydrolase RBBP9; inhibition, % at 7.94 µM; 220,000 compounds, 0.2% hits; recombinant RBBP9, FP-Rh probe fluorescence polarization; O75884;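 active = inhibition above the campaign mean of all tested compounds plus 3 SD, cut at about 14% in these data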;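 also: plate controls were DMSO wells with RBBP9 for no effect and wells lacking RBBP9 protein for full effect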
Target sequence (O75884 whole entry, looked up): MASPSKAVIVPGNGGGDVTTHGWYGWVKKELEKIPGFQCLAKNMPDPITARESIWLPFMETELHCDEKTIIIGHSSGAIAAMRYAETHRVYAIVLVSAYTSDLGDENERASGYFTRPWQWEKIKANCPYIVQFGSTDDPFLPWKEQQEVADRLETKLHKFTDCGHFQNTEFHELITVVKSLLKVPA
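system = RBBP9 protein | input = RBBP9 at 2.5 µM in dispensed solution, before mixing | measured by = fluorescence polarization (mP), excitation 525 nm, emission 598 nm | incubation = enzyme-compound preincubation 30 min, then probe labeling 45 min, 25 °C | buffer or medium = Tris-NaCl-Pluronic buffer, pH 8.0 | compound = single dose 7.94 µM | also added = FP-Rh probe, 375 nM dispensing solution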
NCF1 inh = inhibitors of human p47phox binding; P14598; p47phox/p22phox peptide binding, fluorescence polarization, 2 h; inhibition, % at 24.7 µM; 220,000 compounds, 0.53% hits;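 active = inhibition above about 30%, limit read from the data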;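 also: 0% = p47phox with labelled peptide and 100% = labelled peptide alone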
Target sequence (P14598 whole entry, looked up): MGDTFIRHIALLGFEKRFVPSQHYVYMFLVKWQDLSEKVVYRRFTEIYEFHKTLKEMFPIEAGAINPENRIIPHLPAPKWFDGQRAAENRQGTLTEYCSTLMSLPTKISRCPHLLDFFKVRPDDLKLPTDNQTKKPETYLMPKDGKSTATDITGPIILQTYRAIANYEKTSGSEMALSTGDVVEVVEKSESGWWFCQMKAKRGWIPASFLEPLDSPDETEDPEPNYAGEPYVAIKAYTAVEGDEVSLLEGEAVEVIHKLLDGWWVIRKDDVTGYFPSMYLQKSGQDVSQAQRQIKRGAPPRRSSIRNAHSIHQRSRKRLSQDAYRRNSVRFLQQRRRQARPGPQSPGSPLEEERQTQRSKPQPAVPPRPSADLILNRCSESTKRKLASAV
PGE2 EP2 inh = blocks the human prostaglandin E2 receptor EP2. C6 glioma cells expressing human EP2, cAMP TR-FRET; cells stimulated with saturating PGE2. P43116. AID 1422. inhibition, % at 25 µM. 260,000 compounds, 0.52% hits;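 active = percent inhibition above 40 after rounding to a whole number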;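 also: rat C6 glioma host cells with rolipram phosphodiesterase inhibitor present; the protocol text gives 20 µM as final concentration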
Target sequence (P43116 whole entry, looked up): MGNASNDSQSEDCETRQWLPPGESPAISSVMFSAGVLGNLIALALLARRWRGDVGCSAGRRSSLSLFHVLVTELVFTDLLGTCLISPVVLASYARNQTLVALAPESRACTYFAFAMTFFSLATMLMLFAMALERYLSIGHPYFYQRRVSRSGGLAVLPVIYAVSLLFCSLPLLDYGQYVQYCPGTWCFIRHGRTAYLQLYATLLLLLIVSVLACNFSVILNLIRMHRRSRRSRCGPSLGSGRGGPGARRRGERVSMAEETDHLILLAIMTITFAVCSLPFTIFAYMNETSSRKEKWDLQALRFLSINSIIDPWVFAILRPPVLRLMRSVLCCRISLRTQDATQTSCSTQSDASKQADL
BaF3 tox = reduces parental Ba/F3 cell viability, JAK2V617F counter-screen. CellTiter-Glo ATP luminescence. inhibition, % at 5.6 µM. 220,000 compounds, 1.1% hits. AID 1486;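 active = inhibition above a per-campaign cutoff, the mean inhibition of all tested compounds plus 3 SD, cut at about 27% in these data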;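 also: 0% = DMSO wells and 100% = JAK Inhibitor I control wells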
PPC-1+TRAIL kill = PPC-1 cancer cell killing with TRAIL present | PPC-1 cells + TRAIL, ATPLite viability luminescence | cell killing (% activity), % at 4 µM | 220,000 compounds, 0.41% hits;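 active = cell killing above 50% in the first pass at 4 µM, then a duplicate retest at 5 µM averaging 50% or more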;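 also: plate controls were cells with TRAIL plus DMSO for no effect and medium-only wells lacking cells for full effect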
p97 ATPase inh = inhibitors of human p97 ATPase. P55072. recombinant p97 ATPase, Kinase-Glo ATP luminescence, 3 h. inhibition, % at 8 µM. 220,000 compounds, 0.42% hits. AID 1481; in the data active = inhibition above about 15%;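 also: 0% = DMSO vehicle and 100% = wells lacking enzyme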
* marks the source's active call; other numbers are inactive results; x = not tested or not shown; & = joins results of further samples; [ ] = another dose, or the depositor's remark. A portion of the library; the hit share may differ from the screen's.

SMILES	Ba/F3 V617F tox	Furin inh	Tb hexokinase	RBBP9 inhibitor	NCF1 inh	PGE2 EP2 inh	BaF3 tox	PPC-1+TRAIL kill	p97 ATPase inh
CCOC(=O)c1cnc2nc(SC)nn2c1N	3.0	-21.3	0.0	-7.2	-1.4	10.9	12.0	23.1	-0.8
Cc1ccc(N2C(=O)CC(c3c[nH]c4ccccc34)C2=O)cc1 (stereo unspecified)	3.7	-12.8	9.6	-0.1	-3.9	2.8	8.5	31.5	-3.1
CCCc1ncc(C(O)c2ccccc2OC)n1C (stereo unspecified)	2.0	-23.2	-2.4	-6.1	-3.0	5.6	0.9	8.9	-3.8
CCCCCCCCOC(=O)c1nc(Cl)c(Cl)c(N)c1Cl	-2.2	-11.9	20.6	-3.1	-2.5	6.5	5.9	38.4	0.4
COc1ccccc1CN1CCNC(=O)C1CC(=O)N(C)Cc1ccon1 (stereo unspecified)	5.4	0.4	-0.3	-12.2	-0.4	5.5	2.3	20.0	1.4
COc1cc(OC)cc(C(=O)N[C@H](C(=O)Nc2nc3ccccc3[nH]2)C(C)C)c1	76.2*	-20.5	3.7	-2.6	3.4	2.5	16.4	20.1	4.0
COc1ccc(-c2cnc(OC(C)(C)C)nc2OC(C)(C)C)cc1OC	1.0	-11.6[20 µM]	3.2	1.1	-8.5	10.9	7.6	-10.0	-2.9
CCCCNc1ccc(S(N)(=O)=O)cc1[N+](=O)[O-]	-0.8	-2.1	36.8	-11.7	-20.0	6.7	6.1	19.0	0.0
C/C(=N\NC(=O)CCCNc1ccccc1)c1ccncc1	0.5	-15.2	3.4	-13.2	-22.1	7.4	5.7	-14.1	3.3
S=c1c2c(nc3nc[nH]n13)CCC2	-3.5	-2.3	-34.5	2.5	2.1	7.8	2.3	-8.3	12.3
O=C(O)CNC(=O)c1ccccc1F	-1.0	-21.1	-4.6	-8.2	x	3.9	3.6	15.0	2.9
Cc1ccc(NC(=S)NCc2cccn2C)cc1	-0.2	-14.4[20 µM]	-4.7	-9.5	-8.5	9.1	4.0	-0.8	-2.1
COC(=O)[C@H](CC(C)C)NC(=O)NC1CCCCC1C (stereo partly specified)	2.9	-10.1[20 µM]	7.1	-16.9	-2.1	2.9	5.5	-6.8	-3.5
O=C1NC(=S)S/C1=C\c1coc2ccccc2c1=O	3.2	-18.6	-17.0	-15.2	-36.7	5.8	2.4	-8.2	4.3
O=C(NCCCN1CCCC1=O)c1ccc2c(c1)ncn2C1CCCCC1	0.3	-8.0	3.0	-5.6	2.4	1.4	3.4	9.2	-1.5
O=P(O)(O)CP(=O)(O)O	-2.2	-15.1	5.0	-2.1	-5.2	16.2	-0.2	-1.8	2.3
COc1ccccc1/C=C/C=N/N1CCN(Cc2cccc3ccccc23)CC1	3.0	1.0[20 µM]	-20.7	-8.4	-14.9	x	3.0	19.9	-1.5
COc1ccccc1/C=C/C(=O)OCCN1CCOCC1	-0.9	-21.3	-38.8	-3.3	-4.5	6.2	3.9	10.3	2.3
Clc1ccccc1Nc1nnc(-c2ccncc2)s1	20.6	-3.7	-19.5	-2.7	-0.3	8.1	19.5	64.5*	-52.9
Cc1ccccc1Cn1cc(/C=N/n2cnnc2)c2ccccc21	0.0	-3.8[20 µM]	-23.8	-7.0	-12.8	7.2	5.8	10.4	0.1
O=S(=O)(NCc1cccnc1)c1cccn1-c1ncc(C(F)(F)F)cc1Cl	-2.3	-4.2	1.6	-5.0	-4.7	3.8	1.1	22.9	2.4
COc1ccc(C2=[N+](C)CCn3cccc32)c(OC)c1	76.7*	0.5	-50.6	-13.8	2.8	7.5	67.4*	14.3	-7.8
O=C(CC1CCCC1)Nc1nc2ccccc2[nH]1	-2.3	-14.3	1.2	-13.3	-16.5	8.2	2.2	2.7	8.5
O=C(CNC(=S)N(Cc1ccccc1F)C1CCCCC1)NC1CC1	1.2	-13.8[20 µM]	-9.5	-5.4	-8.2	9.4	4.4	-0.1	-6.8
N#CCc1nc2c3c4c(sc3ncn2n1)CCCC4	4.8	-20.2[20 µM]	-3.9	2.9	-5.3	x	3.6	10.1	0.3
Going on with the list.
SMILES	Ba/F3 V617F tox	Furin inh	Tb hexokinase	RBBP9 inhibitor	NCF1 inh	PGE2 EP2 inh	BaF3 tox	PPC-1+TRAIL kill	p97 ATPase inh
O=C(NCc1ccc(Cl)cc1)c1ccc(-n2cccn2)nc1	-1.8	-31.2	3.7	-10.1	-5.9	9.6	6.6	-20.3	3.6
O=C(CSCc1ccccc1Cl)NNC(=S)Nc1ccccc1	0.0	-15.0[20 µM]	12.4	-1.0	-0.2	6.2	-0.1	0.4	1.6
CC(C)CCN1C(=O)c2ccc(-c3nc4ccccc4c(=O)o3)cc2C1=O	1.4	-17.4[20 µM]	-6.9	-0.2	2.4	7.4	-1.3	16.3	1.3
CC(=O)SC1CC2=CC(=O)CCC2(C)C2CCC3(C)C(CCC34CCC(=O)O4)C12 (stereo unspecified)	-1.3	-27.8	-3.2	-10.0	0.7	7.1	1.3	x	2.0
CC(=O)N(Cc1ccco1)C1(C(=O)NC2CCCC2)CCCCC1	-3.0	-19.8[20 µM]	-4.5	-5.1	-3.7	3.1	0.7	12.0	-0.2
Cc1ccc(C(C(=O)NC2CCCC2)N(Cc2ccc3c(c2)OCO3)C(=O)c2snc(C(N)=O)c2N)cc1 (stereo unspecified)	1.7	-19.0	-17.3	-8.4	-11.2	0.8	1.2	16.7	2.0
Cc1cc(C)n(CCCN2C(=O)c3cccc4cccc(c34)C2=O)n1	4.7	-9.7	-14.0	-10.5	-2.8	7.4	9.2	4.9	-4.2
Cn1c(C(=O)NC2CCCCCC2)cc2c(=O)n(C)c3ccccc3c21	-1.2	-24.3	-19.6	-8.4	-3.2	6.2	3.7	3.3	0.3
CCC1CCCCN1CC(C)(C)NS(=O)(=O)c1ccccc1 (stereo unspecified)	2.9	-3.5	-0.9	-7.6	-2.5	9.8	-1.9	9.6	0.4
CC1CCC(C(C)C)C(=O)/C1=C\c1ccc(NC(=O)CCC(=O)O)cc1 (stereo unspecified)	3.2	-19.8	-16.1	0.5	-12.8	4.6	5.5	28.6	-3.6
O=C(Cn1nnc(-c2ccncc2)n1)N(C1CCCCC1)C1CCCCC1	0.1	-10.2	16.0	-2.1	-18.0	13.4&5.0	5.7	14.5	0.8
O=C(NCc1ccc2c(c1)OCO2)C1CCC(=O)N1C1CCCCC1 (stereo unspecified)	-3.3	-20.0	0.5	-5.7	-8.6	3.6	-4.4	-6.4	5.8
CC(C)N(C=O)C1(C(=O)NC2CCCCC2)CCCCC1	0.8	-4.5[20 µM]	-1.7	-13.6	-9.7	6.4	9.5	-1.3	5.4
Cc1ccc(CNC(=O)/C=C/C(=O)O)cc1	1.6	-18.3	-0.3	-7.1	-10.1	2.9	7.0	23.8	5.9
Cn1ncc(C#N)c1/N=C/N1CCCCC1	0.8	-16.5[20 µM]	0.2	-5.7	0.4	6.4	5.7	14.1	-1.3
COCCNC(=S)N(Cc1cc2cc(C)ccc2n2nnnc12)C1CCCC1	-3.8	-18.8	-4.7	4.1	-11.5	36.6	0.1	7.8	1.9
O=C(NCC1CCCO1)c1nc2c(nnn2Cc2ccccc2Cl)c(=O)[nH]1 (stereo unspecified)	3.3	-23.2[20 µM]	4.1	-7.0	-7.4	2.4	3.1	24.0	-3.2
COc1ccc(NC(=O)c2ccccc2NS(C)(=O)=O)cc1OC	0.0	-2.4[20 µM]	-11.6	2.1	2.9	10.8	0.7	-32.1	1.9
O=C(CSc1nnnn1-c1cccc(C(=O)O)c1)NC(c1ccccc1)c1ccccc1	-2.1	-10.5	-0.8	2.2	-12.2	8.3	-0.2	15.1	1.1
O=C(c1ccco1)N(Cc1ccccc1)Cc1ccccn1	0.8	0.2	-0.3	-12.1	-5.0	5.3	6.2	15.5	-3.4
CCCNC(=O)CC(NS(=O)(=O)c1ccc(OC)cc1)c1ccco1 (stereo unspecified)	-0.5	-21.5	-6.6	7.2	-2.6	4.0	10.8	17.2	1.9
O=C(O)c1ccc(NS(=O)(=O)c2cc(Cl)ccc2Cl)cc1O	-1.0	-13.4[20 µM]	1.8	8.4	-11.4	9.6	5.3	4.9	2.3
Cc1ccc(/C=N/N2CCN(c3ccccn3)CC2)cc1	0.2	-12.7	4.6	-5.4	-0.2	4.4	6.6	13.5	2.2
Cc1cccc(/C=N/NC(=O)c2cc3c(s2)-c2ccccc2CC3)c1	-2.2	-27.8[20 µM]	-5.4	-15.3	-16.6	12.4	3.7	16.2	-1.2
Cc1ccc(Nc2nc(C(=O)N3CCC(C(=O)NCCN4CCOCC4)CC3)cs2)cc1	-1.5	-14.0	-5.1	-4.5	-3.2	9.3	6.0	10.1	-0.8

Some entries already given with just PPC-1+TRAIL kill:
Molecule	PPC-1+TRAIL kill
COc1ccccc1CN1CCNC(=O)C1CC(=O)N(C)Cc1ccon1 (stereo unspecified)	20.0
COc1cc(OC)cc(C(=O)N[C@H](C(=O)Nc2nc3ccccc3[nH]2)C(C)C)c1	20.1

(further entries)
SMILES	Ba/F3 V617F tox	Furin inh	Tb hexokinase	RBBP9 inhibitor	NCF1 inh	PGE2 EP2 inh	BaF3 tox	PPC-1+TRAIL kill	p97 ATPase inh
CC(C)(C)NS(=O)(=O)c1ccc(OCC(=O)NCc2ccco2)cc1	-2.3	-9.5	-8.2	0.2	2.4	7.6	1.5	5.7	4.8
Cc1ccc(Cn2c(SCCN3CCCCC3)nc3c2c(=O)n(C)c(=O)n3C)cc1	-3.2	-5.2	2.2	-10.1	-8.0	15.0&11.6	-0.6	15.8	9.2
NC(N)=N/N=C/c1ccc(Cl)c(Cl)c1	-0.1	-18.6	-9.2	-5.3	-14.1	19.0	3.3	11.1	7.9
CC12CN(C(=O)c3ccc(Cl)cc3)C3(C#N)CC1CCC23C (stereo unspecified)	-0.2	-1.5[20 µM]	-7.1	-4.7	3.1	2.0	7.5	19.6	8.1
O=c1nc2ccccc2c(NS(=O)(=O)c2ccccc2)n1-c1ccccc1	5.3	-17.7[20 µM]	5.4	-4.4	-1.6	13.6	11.9	4.8	-2.2
Cc1ccc(NCc2nnc(SCC(N)=O)n2CC2CCCO2)c(C)c1 (stereo unspecified)	4.6	-9.0[20 µM]	2.9	-2.4	-7.5	5.7	4.1	6.3	-5.4
COc1ccc(OCc2cccc(C(=O)Nc3ccc(CN4CCCCC4)cc3)c2)cc1	3.6	-25.0	4.9	-4.8	-21.0	8.3	8.6	11.6	2.9
COCCNC(=O)CCCn1c(=O)c2cc(OC)c(OC)cc2n(CC(=O)c2ccccc2)c1=O	-0.9	-23.9	-11.4	-0.9	4.4	5.4	5.4	20.3	-1.2
CNC(=O)c1cc(NC(=O)CCn2nc(-c3ccccc3)c3ccccc3c2=O)ccc1OC	0.1	-22.8	-10.3	-3.3	-11.2	7.3	3.2	-7.1	1.7
Cc1cc(Cl)ccc1NNC(=O)CCc1ccccc1	6.2	-3.3	0.1	-5.1	-5.0	8.1	-0.5	8.1	-2.3
O=C1CCCC2=C1C(c1ccncc1)Nc1ccccc1N2 (stereo unspecified)	-2.0	0.9[20 µM]	-52.9	-6.3	-8.5	13.1	6.7	-8.1	-1.8
COc1cc(NC(=O)c2ccnn2C)c(OC)cc1Cl	1.4	-21.0	-1.3	-2.4	-6.3	9.4	4.1	2.2	3.7
OC(CNCC1(N2CCCCC2)CCCCC1)COc1ccc(Cl)cc1Cl (stereo unspecified)	2.1	-26.3	5.6	-4.6	-6.3	1.6	8.3	13.1	2.2
Cc1nc2ccccn2c1P(=Nc1ccccc1)(N(C)C)N(C)C	2.4	-20.3	2.1	2.1	1.8	2.5	0.3	-5.2	-0.4
